Compound activity (PubChem BioAssay)
SENP8 block-1 = SENP8 protease inhibition; Q96LD8; purified SENP8, Z-RLRGG-aminoluciferin cleavage, luminescence; 330,000 compounds, 1.2% hits; inhibition, % at 10 µM; AID 2540; in the data active = inhibition above about 50%
Target sequence (Q96LD8 whole entry, looked up): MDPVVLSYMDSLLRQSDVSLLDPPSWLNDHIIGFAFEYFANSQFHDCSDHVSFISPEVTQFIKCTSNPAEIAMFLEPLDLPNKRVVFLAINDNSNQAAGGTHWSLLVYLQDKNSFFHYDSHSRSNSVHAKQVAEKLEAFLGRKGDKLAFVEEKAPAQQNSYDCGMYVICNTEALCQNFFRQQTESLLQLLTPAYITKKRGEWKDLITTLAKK
SENP1 inh = blocks the human SENP1 SUMO protease catalytic domain | Q9P0U3 | recombinant SENP1 catalytic domain, CyPet-SUMO1-YPet FRET cleavage | inhibition, % at 10 µM | 360,000 compounds, 0.21% hits | AID 624204;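 active = inhibition at least 30% at 10 µM, raw YFP signal under a set limit, fluorescence ratio 0.5 to 1.5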;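 also: 0% = enzyme with DMSO and 100% = no enzyme wells; some results filed as inactive read as strong as hits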
Target sequence (Q9P0U3 419-644 limits assumed): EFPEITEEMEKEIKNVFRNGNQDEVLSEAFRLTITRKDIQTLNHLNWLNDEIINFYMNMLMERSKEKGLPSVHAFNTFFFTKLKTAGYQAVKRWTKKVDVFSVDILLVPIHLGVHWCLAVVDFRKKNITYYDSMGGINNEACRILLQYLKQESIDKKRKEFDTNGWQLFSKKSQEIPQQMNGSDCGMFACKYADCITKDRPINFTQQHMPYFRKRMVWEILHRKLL
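material = recombinant human SENP1 catalytic domain, His6-tagged | quantity = 20 pM enzyme | reagent = 25 nM SUMO1 FRET substrate | compound dosing = 10 µM single point, 0.5% DMSO | timing = 50 min enzyme reaction, room temperature, light-protected | detection = FRET, CFP and YFP emission | control set = no-enzyme low, enzyme-DMSO high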
NLRP3 yeast inh = inhibitors of NALP3 inflammasome in yeast. inhibition, % at 10 µM. Yeast reconstituted NLRP3/ASC/caspase-1, beta-gal luminescence, 24 h. 330,000 compounds, 0.39% hits;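 active = inhibition of 50% or more; inactive = inhibition below 50%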;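 also: plate controls were induced DMSO wells for no effect and uninduced yeast grown without galactose for full effect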
SENP6 block = blocks the human protease SENP6 | AID 2599 | 330,000 compounds, 1.8% hits | Q9GZR1 | inhibition, % at 10 µM | Recombinant SENP6 catalytic domain, aminoluciferin luminescence;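 active = inhibition above about 50% at the single tested dose, limit read from the data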;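 also: plate controls were DMSO wells with enzyme for no effect and DMSO wells lacking enzyme for full effect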
Target sequence (Q9GZR1 628-1112 limits assumed): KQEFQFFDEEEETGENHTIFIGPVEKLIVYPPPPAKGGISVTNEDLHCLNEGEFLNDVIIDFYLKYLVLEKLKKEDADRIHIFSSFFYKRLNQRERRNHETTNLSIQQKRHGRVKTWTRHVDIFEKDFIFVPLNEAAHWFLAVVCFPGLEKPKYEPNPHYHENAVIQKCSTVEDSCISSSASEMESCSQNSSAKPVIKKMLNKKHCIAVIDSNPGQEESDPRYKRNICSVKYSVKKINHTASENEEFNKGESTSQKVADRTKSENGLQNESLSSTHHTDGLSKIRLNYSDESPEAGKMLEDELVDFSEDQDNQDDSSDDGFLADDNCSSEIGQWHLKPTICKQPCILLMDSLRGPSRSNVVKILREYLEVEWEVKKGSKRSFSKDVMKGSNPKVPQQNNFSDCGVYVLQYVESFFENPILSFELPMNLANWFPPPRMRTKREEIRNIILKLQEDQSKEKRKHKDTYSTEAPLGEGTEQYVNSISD
SENP8 block-2 = inhibitors of human SENP8 protease | recombinant SENP8, Nedd8 substrate fluorescence | inhibition, % at 20 µM | 360,000 compounds, 0.64% hits | AID 602440; in the data active = inhibition mostly above about 40%, no sharp cut-off; inactive = mostly below about 27%
PfG6PD inh = PfG6PD (Plasmodium falciparum) enzyme inhibition | PfGluPho enzyme, NADPH resazurin-diaphorase fluorescence | inhibition, % at 20 µM | 350,000 compounds, 0.78% hits | AID 504690;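 active = inhibition reaching at least a set limit at 20 µM in the primary screen, cut at about 59% in these data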;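 also: 0% = DMSO wells with substrate and 100% = DMSO wells lacking glucose-6-phosphate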
HKDC1 inhibitor = HKDC1 (human) hexokinase inhibition; Q2TB90; recombinant HKDC1, G6PDH/diaphorase resazurin coupled fluorescence; inhibition, % at 20 µM; 340,000 compounds, 0.16% hits; AID 493160;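 active = inhibition above about 35% when tested at 20 µM, limit read from the data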;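 also: plate controls were DMSO wells with enzyme for no effect and DMSO wells lacking enzyme for full effect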
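Test system: Recombinant HKDC1 (HK5) hexokinase enzyme, produced in-house | Input: HKDC1 at 5 µg/mL | Buffer or medium: Tris pH 8.0 buffer with MgCl2, Tween-20, BSA, BME | Schedule: 90 min reaction incubation at room temperature, dark | Technique: Resazurin-to-resorufin fluorescence via G6PDH and diaphorase coupling, 525/613 nm | Controls: DMSO wells with and without enzyme mix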
SENP7 block = SENP7 protease inhibition; recombinant SENP7, Z-RLRGG-aminoluciferin luminescence, 40 min; inhibition, % at 5 µM; AID 434973; Q9BQF6; 330,000 compounds, 1.5% hits;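 active = inhibition above about 50% at the single test dose, limit read from the data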;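 also: plate controls were DMSO with enzyme for no effect and no enzyme buffer wells for full effect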
Apaf1 inhib = human Apaf-1 inhibition. O14727. reconstituted apoptosome caspase-3 activity, DEVD-Rh110 fluorescence. AID 489030. inhibition, % at 20 µM. 330,000 compounds, 0.71% hits; active = inhibition of at least 40% at 20 µM;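 also: plate controls were DMSO wells for no effect and DEVD-CHO caspase inhibitor wells for full effect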
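Assay system: Apoptosome proteins | Medium: pH 7.5 Hepes buffer with CHAPS, BSA, DTT | Also added: Cytochrome c and DEVD-Rh110 substrate | Times: 30 min plus 50 min, RT | Detection: Rhodamine 110 fluorescence at Ex 480/Em 540 nm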
Starred values were filed as active, the others as inactive; . = no result given.

Compound,SENP8 block-1,SENP1 inh,NLRP3 yeast inh,SENP6 block,SENP8 block-2,PfG6PD inh,HKDC1 inhibitor,SENP7 block,Apaf1 inhib
O=C(N=Nc1c(O)[nH]c2ccc([N+](=O)[O-])cc12)c1cc(-c2ccccc2Cl)nc2ccccc12,4,6,1,-5,12,-9,15,8,15
CC1(C)Cc2nc(NC3CCCCC3)c(C#N)cc2CO1,2,-4,-22,27,-410,15,-6,-3,-7
CCCCc1noc2c1/C(=N\O)CC(c1ccccc1)C2 (stereo not drawn),0,2,17,8,10,-6,-1,2,-14
COc1ccc(CN(CC(O)COCc2ccccc2)S(=O)(=O)c2ccccc2Br)cc1OC (stereo not drawn),.,-1,.,.,9,16,15,4,28
COc1ccccc1CCNS(=O)(=O)c1cc2c3c(c1)C(C)C(=O)N3CCC2 (stereo not drawn),-9,-9,3,-16,9,-9,-10,-17,11
CCOc1ccc(N(CC(=O)NC2CC2)S(=O)(=O)c2ccc(C)cc2)cc1,0,1,11,-18,4,2,-6,3,4
N#Cc1c(Sc2ncc(C(F)(F)F)cc2Cl)nsc1C/C=N\OCc1ccccc1Br,-3,-39,12,-12,-4,13,4,-1,17
COc1ccc(NS(=O)(=O)c2cccc(NC(=O)CCS(=O)(=O)c3ccccc3)c2)cc1,-3,0,3,-5,30,-13,-6,-1,3
O=C1CC(c2ccccc2)CC(=O)N1c1ccc(C(F)(F)F)cc1,-14,0,15,-16,16,-7,-7,-10,-3
CCOc1cc(C(=O)OCC(=O)NC(C)c2ccccc2)ccc1OCC(=O)N1CCOCC1 (stereo not drawn),-12,1,5,10,4,-24,-9,2,5
COc1ccc(Nc2nc(OC)nc(OC)n2)cc1,-17,2,19,-3,16,-13,-6,-1,-1
N#CCSCC(=O)Nc1ccc(Br)cc1,0,0,2,-5,5,18,-6,-3,-18
COc1ccc(-c2ccc(-c3noc(-c4ccccc4F)n3)c(OC)n2)cc1,.,-83,.,.,-284,-14,8,.,.
CCC(C)(NC(=O)CNC(C)=O)C(=O)NC1CCCCC1 (stereo not drawn),2,-1,3,1,18,-15,-4,0,-3
Cc1cc(OCc2nc(-c3ccncc3)no2)cc(C)c1Cl,-1,-2,-4,-6,-1,-9,1,-5,-8
CSc1nsc(SC)c1C(=O)Nc1ccc(C)cc1,-4,0,33,-7,24,13,1,4,13
CCc1ccc(/C=C(\C#N)C(=O)NC2CCS(=O)(=O)C2)cc1 (stereo not drawn),3,-1,13,-14,21,-1,1,8,0
O=c1nc2n(c3cc(Cl)c(S(=O)(=O)N4CCOCC4)cc13)CCCCC2,8,-1,9,8,25,-9,5,8,-5
CC(C)(C)NC(=O)C(c1ccc(-c2ccccc2)cc1)N(C[C@H]1CC[C@@H]([C@@H]2CC[C@H](CO)O2)O1)C(=O)c1ccc2ccccc2c1 (stereo partly drawn),.,-1,.,.,6,39,1,-3,32
O=C(CCc1nnc2ccc(NCc3ccco3)nn12)N1CCN(c2ccccc2F)CC1,-9,-9,22,-1,-3,2,0,12,-1

Some of these compounds in order of length of the SMILES, lowest first.
Compound,SENP8 block-1,SENP1 inh,NLRP3 yeast inh,SENP6 block,SENP8 block-2,PfG6PD inh,HKDC1 inhibitor,SENP7 block,Apaf1 inhib
COc1ccc(Nc2nc(OC)nc(OC)n2)cc1,-17,2,19,-3,16,-13,-6,-1,-1
CC1(C)Cc2nc(NC3CCCCC3)c(C#N)cc2CO1,2,-4,-22,27,-410,15,-6,-3,-7
O=C1CC(c2ccccc2)CC(=O)N1c1ccc(C(F)(F)F)cc1,-14,0,15,-16,16,-7,-7,-10,-3
COc1ccc(-c2ccc(-c3noc(-c4ccccc4F)n3)c(OC)n2)cc1,.,-83,.,.,-284,-14,8,.,.
COc1ccccc1CCNS(=O)(=O)c1cc2c3c(c1)C(C)C(=O)N3CCC2 (stereo not drawn),-9,-9,3,-16,9,-9,-10,-17,11
O=C(CCc1nnc2ccc(NCc3ccco3)nn12)N1CCN(c2ccccc2F)CC1,-9,-9,22,-1,-3,2,0,12,-1
N#Cc1c(Sc2ncc(C(F)(F)F)cc2Cl)nsc1C/C=N\OCc1ccccc1Br,-3,-39,12,-12,-4,13,4,-1,17
COc1ccc(NS(=O)(=O)c2cccc(NC(=O)CCS(=O)(=O)c3ccccc3)c2)cc1,-3,0,3,-5,30,-13,-6,-1,3
CC(C)(C)NC(=O)C(c1ccc(-c2ccccc2)cc1)N(C[C@H]1CC[C@@H]([C@@H]2CC[C@H](CO)O2)O1)C(=O)c1ccc2ccccc2c1 (stereo partly drawn),.,-1,.,.,6,39,1,-3,32

(next part)
Compound,SENP8 block-1,SENP1 inh,NLRP3 yeast inh,SENP6 block,SENP8 block-2,PfG6PD inh,HKDC1 inhibitor,SENP7 block,Apaf1 inhib
CC1(C)CC(=O)C2=C(C1)N(c1ccc(F)cc1)C(=O)C2(NC(=O)c1ccccc1F)C(F)(F)F (stereo not drawn),-13,4,0,-17,5,9,-12,-8,-8
Cc1cc(/C=C2/SC(=O)NC2=O)c(C)n1-c1ccc(N2CCOCC2)cc1,-15,-4,5,4,-20,-4,-3,-4,1
CCCCOc1ccc(C(=O)OCC(=O)Nc2cc(C)c(C)cc2[N+](=O)[O-])cc1,-6,3,-5,-6,11,9,-2,10,17
CC(C)C(NC(=O)OCc1ccccc1)C(=O)N1CCOCCOCCOCC1 (stereo not drawn),-6,-1,16,-11,1,4,-1,-6,-2
Cc1ccc(S(=O)(=O)Oc2ccc(/C=N/NC(=O)c3c(Cl)cnn3C)cc2)cc1,-6,3,5,-7,4,22,1,4,27
CC(=NN=C(C)c1ccc(O)cc1)c1ccc(O)cc1,.,4,.,.,19,-12,-7,.,.
COc1cc(OC)cc(C(=O)NNC(=O)c2cc(S(=O)(=O)N3CCOCC3)ccc2F)c1,2,1,-6,4,-20,-7,-3,-4,-13
CCCn1c(SCC(=O)N2c3ccccc3Sc3ccccc32)nc2c1c(=O)n(C)c(=O)n2C,-10,2,11,-20,29,8,-2,0,21
CCOC(=O)C1CCN(CC(=O)N(CC(C)C)c2c(N)n(CC(C)C)c(=O)[nH]c2=O)CC1,-2,-7,15,-13,7,-7,-1,4,6
C#CCOCCOCCOCCNc1nc(N2CCN(C(=O)C(Cc3ccc(O)cc3)n3cc(C(N)CC(C)C)nn3)CC2)nc(N2CCN(C(=O)C(Cc3cc4ccccc4[nH]3)n3cc(C(N)Cc4ccc(O)cc4)nn3)CC2)n1 (stereo not drawn),-4,.,10,-14,.,.,.,0,35
CC(=O)/C(C[N+]1(C)CCCCC1)=N\O,-2,0,4,-4,22,-5,-3,-1,-6
Cc1ccc(NC(=O)/C(C#N)=C/c2cn(CC(=O)NCc3ccco3)c3ccccc23)cc1C,-1,-34,6,-23,-434,10,-2,8,1
Oc1[nH]c2ccccc2c1C1=NCCCC1,-7,-1,24,-7,34,-25,-9,-2,-8
O=C(Nc1ccccc1)c1cccc(S(=O)(=O)N2CCCCC2)c1,-9,-1,1,-26,5,-9,0,-8,-13
CCCCOc1ccc(C(=O)N/C(=C\c2cccc([N+](=O)[O-])c2)C(=O)OCCC)cc1,-1,1,-2,-9,14,-3,-9,-4,-4
COc1cccc(CNC(=O)c2cc(C3CC3)nc3c2cnn3C(C)C)c1,-8,-3,7,-3,-436,26,1,-11,21
COc1ccc(/C=N/N2CCN(C)CC2)c(OC)c1OC,-3,2,11,-13,12,-6,-1,2,-2
O=C1CC(NNc2ccccc2)C(=O)N1c1ccc(N2CCCCC2)cc1 (stereo not drawn),.,1,.,.,8,4,1,.,.
CN(C)/C(=N\S(=O)(=O)c1ccc(F)cc1)c1ccccc1,1,1,2,-2,16,-19,-1,1,-3
COc1cc(/C=N/NC(=O)c2ccc(CSc3nncn3C)cc2)ccc1OCC(=O)N1CC(C)OC(C)C1 (stereo not drawn),-3,2,1,-3,-24,-16,-8,7,4

Remaining list, next part:
Compound,SENP8 block-1,SENP1 inh,NLRP3 yeast inh,SENP6 block,SENP8 block-2,PfG6PD inh,HKDC1 inhibitor,SENP7 block,Apaf1 inhib
COc1cc(CNCCc2ccccc2)ccc1OCC(N)=O,-5,3,5,-4,8,-12,-10,2,-2
Cc1ccc(S(=O)(=O)NNC(=O)c2ccccc2-n2cccc2)cc1,13,-1,-16,15,3,-2,-4,6,1
O=C1NCCO1,-2,-1,16,7,0,0,-6,-4,-14
CCCN1CCC(N(CCc2ccccc2)Cc2ccccc2)CC1,1,2,13,10,16,15,-5,4,-10
CCOc1cc(/C=C/C(=O)O)ccc1OCCOc1ccccc1,-11,2,6,14,-22,-13,-5,-11,5
CNC[C@H](CC1CCCCC1)NC[C@H](CO)NCCc1cccc(C(F)(F)F)c1,-9,-2,27,-13,11,-21,-6,1,10
CC(=O)N1CCC(CCCC2CCN(C(C)=O)CC2)CC1,-6,-1,10,-3,27,12,5,8,-5
CC(c1ccccc1)n1c(S(=O)(=O)O)nc2ccccc21 (stereo not drawn),-4,2,16,-1,17,-8,-5,-2,2
O=C(COc1ccc(S(=O)(=O)NC2CCCCC2)cc1)NC1CC1,-7,-1,5,-8,21,-17,3,-9,-1
Cc1cc(C(=O)N/N=C/c2ccc3c(c2)OCO3)c2ccccc2n1,-1,2,-12,-46,2,-12,3,10,17
